Screening data from PubChem.
PP5 primary = inhibitors of human protein phosphatase 5 (PP5). P53041. purified PP5c, OMFP substrate fluorescence. inhibition, % at 6.7 µM. 320,000 tested, 0.18% active. AID 1987;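 active = inhibition above the campaign's mean inhibition across all tested compounds plus 3 SD, cut at about 9.5% in these data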;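 also: 0% = DMSO only and 100% = 100 µM cantharidin control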
Target sequence (P53041 whole entry, looked up): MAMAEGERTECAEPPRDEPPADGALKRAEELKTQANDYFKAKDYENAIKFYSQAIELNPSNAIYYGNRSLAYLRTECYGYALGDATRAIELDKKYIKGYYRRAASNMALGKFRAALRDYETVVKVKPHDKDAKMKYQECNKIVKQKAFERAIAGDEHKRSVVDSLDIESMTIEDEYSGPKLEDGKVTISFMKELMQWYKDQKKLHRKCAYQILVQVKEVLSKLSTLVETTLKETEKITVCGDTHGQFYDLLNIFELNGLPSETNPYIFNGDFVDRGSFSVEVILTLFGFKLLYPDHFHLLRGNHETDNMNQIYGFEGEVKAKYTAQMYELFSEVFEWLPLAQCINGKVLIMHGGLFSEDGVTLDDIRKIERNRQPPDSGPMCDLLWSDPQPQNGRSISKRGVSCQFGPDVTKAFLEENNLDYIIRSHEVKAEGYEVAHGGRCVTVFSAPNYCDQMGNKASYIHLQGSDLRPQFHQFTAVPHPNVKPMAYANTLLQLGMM
core dimer inh = HCV core protein dimerization inhibition; TR-FRET GST/Flag-core106 dimerization, 1536-well; inhibition, % at 5 µM; 300,000 tested, 0.33% active;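 active = inhibition above the mean of all tested compounds plus 3 SD, set per screening campaign, cut at about 45% in these data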
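Assay system: tagged HCV core106 pair (GST and Flag); medium: KF-containing HEPES buffer, pH 7.45, DTT, CHAPS, BSA; also added: Eu donor and XL665 acceptor anti-tag antibodies; dosing: 5 µM single dose; timing: compound-protein-antibody incubation 4 h at 22.5 °C; signal: TR-FRET 671 and 617 nm emission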
proCasp3 act = procaspase-3 (human) activation | P42574 | activation, % at 8.5 µM | 330,000 tested, 0.11% active | recombinant procaspase-3 D3A, Ac-DEVD-pNA absorbance 405 nm;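 active = activation above the mean of all tested compounds plus 3 SD, cut at about 21% in these data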;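 also: 0% = DMSO alone and 100% = DMSO wells spiked with extra 5 µM PC-3 D3A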
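Compound: 8.5 µM single point, 0.8% DMSO / Material: Autoprocessing-dead procaspase-3 D3A mutant enzyme / Timing: 1 h preincubation plus 2 h reaction at 25 °C / Medium: Zinc-free HEPES/NaCl buffer with 0.01% Triton X-100 at pH 7.4 / Technique: 405 nm absorbance of p-nitroaniline, reads at 0 and 120 min / Repeats: one well per compound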
PP1 inh = blocks human PP1-alpha phosphatase, a PP5 counter-screen. purified PP1alpha, OMFP fluorescence. P62136. inhibition, % at 6.7 µM. 320,000 tested, 0.9% active;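 active = inhibition above the mean inhibition of all tested compounds plus 3 SD, computed separately for each screening campaign, cut at about 15% in these data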
TPT1 inhibitor = inhibitors of Candida albicans tRNA 2'-phosphotransferase TPT1; inhibition, % at 5 µM; 300,000 tested, 0.81% active; AID 1962; recombinant caTPT1, FP RNA substrate dephosphorylation;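 active = inhibition above the mean of all tested compounds plus 3 SD, set per screening campaign, cut at about 24% in these data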;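 also: plate controls were DMSO alone for no effect and ferristatin control at 100 nM for full effect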
PAFAH2 FP inh = inhibitors of human PAFAH2 | inhibition, % at 3.39 µM | 340,000 tested, 0.99% active | Q99487 | recombinant PAFAH2, FP-rhodamine activity probe, fluorescence polarization;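 active = inhibition above the mean over all tested compounds plus 3 SD, cut at about 30% in these data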;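 also: inhibitors block probe labeling of enzyme so polarization drops; 0% = enzyme with DMSO and 100% = wells lacking PAFAH2 protein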
AHR act = human AHR activation. AID 2796. AHR-responsive luciferase reporter cells, luminescence. 320,000 tested, 2.5% active. P35869. activation, % at 5 µM; in the data active = activation above about 47%;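 also: 0% = vehicle wells and 100% = reference agonist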
Fh CTSL1 inh = cathepsin L1 inhibition, PFM18AAP counter-screen. recombinant F. hepatica cathepsin L1, Z-Leu-Arg-MCA fluorescence. inhibition, % at 5.96 µM. 300,000 tested, 0.49% active. AID 1906;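 active = inhibition above the mean of all tested compounds plus 3 SD, set per screening campaign, cut at about 17% in these data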;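 also: 0% = plate median of test compound wells and 100% = 1 µM Z-Phe-Ala-diazomethylketone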
procasp7 counter = counter-screen for procaspase-3 activators: activators of human procaspase-7. AID 463210. activation, % at 8.5 µM. recombinant procaspase-7, Ac-DEVD-pNA absorbance 405 nm; D23A/D198A/D206A triple mutant, cannot self-cleave; scale: DMSO 0, 5 µM enzyme 100. 330,000 tested, 0.093% active. P55210;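 active = percent activation above the screen-wide mean plus 3 SD, cut at about 25% in these data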
Target sequence (P55210 whole entry D23A/D198A/D206A): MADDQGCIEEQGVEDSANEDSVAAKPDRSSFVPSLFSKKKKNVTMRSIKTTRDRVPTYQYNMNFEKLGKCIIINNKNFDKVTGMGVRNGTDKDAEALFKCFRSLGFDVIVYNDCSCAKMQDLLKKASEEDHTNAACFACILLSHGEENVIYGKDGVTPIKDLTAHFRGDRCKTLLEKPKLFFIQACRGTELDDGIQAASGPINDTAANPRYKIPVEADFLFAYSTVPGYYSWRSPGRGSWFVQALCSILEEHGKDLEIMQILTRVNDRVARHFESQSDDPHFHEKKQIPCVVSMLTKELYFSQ
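Material: Procaspase-7 triple mutant (PC-7 D3A) | Quantity: 2 µM procaspase-7 mutant as dispensed | Reagent: DEVD-pNA substrate | Times: 1 h preincubation, 2 h reaction | Technique: 405 nm absorbance of p-nitroaniline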
The depositor's hits bear a star; nt = not tested or not shown.

Molecule	proCasp3 act	procasp7 counter	Fh CTSL1 inh	AHR act	TPT1 inhibitor	PP5 primary	PAFAH2 FP inh	core dimer inh	PP1 inh
Cc1ccn(Cc2n[nH]c(=S)n2Cc2ccccc2)n1	-5	-5	-3	-2	-4	-0.5	4	-4	-4
COc1ccc(N(CC(=O)NCc2ccccc2Cl)S(=O)(=O)c2c(C)noc2C)cc1	3	0	-1	2	-2	-2.0	0	3	-3
C[C@H](CO)N1C[C@H](C)[C@@H](CN(C)CC2CCCCC2)Oc2c(NS(=O)(=O)c3ccc(F)cc3)cccc2C1=O	8	0	nt	-2	nt	nt	2	nt	nt
Cc1cccc(C(=O)N2CCN=C2SCc2ccc([N+](=O)[O-])cc2)c1	-8	-4	0	0	2	-0.7	-5	-54	5
Cc1ccc(N2C(=O)NC(C(F)(F)F)(C(F)(F)F)C3=C2CC(C)(C)CC3=O)cc1	-5	8	2	-2	-4	0.4	1	-5	1
Cc1ccc(N(O)C(=O)NCCCCNC(=O)N(O)c2ccc(C)cc2)cc1	-3	6	4	5	0	3.2	5	-1	-3
O=C(c1ccc2c(c1)OCO2)C1CCCN(Cc2cn[nH]c2-c2ccccc2)C1 (stereo unspecified)	2	3	-2	21	-1	1.4	3	-1	-2
CCN1CCN(C(CNS(=O)(=O)c2ccc(Br)cc2)c2cccnc2)CC1 (stereo unspecified)	8	2	3	2	-1	-0.7	6	-5	-4
Cc1ccc(C(=O)c2ccccc2C(=O)OCC(=O)N2CC(C)CC(C)C2)cc1 (stereo unspecified)	1	-1	nt	1	nt	3.6	5	nt	1
CCN(CC)S(=O)(=O)c1cccc(C(=O)Nc2sc3c(c2C(N)=O)CCCC3)c1	-4	-4	3	2	-2	0.0	6	4	-3
CC(C)(C)c1ccc(NC(=O)C2=CC=CN3CCS(=O)(=O)N=C23)cc1	4	-9	nt	10	nt	1.7	3	nt	-5
O=C1CN=C(Nc2ccccc2Cl)N1Cc1ccc2c(c1)OCO2	0	-2	-1	25	1	1.4	4	4	-1
CCSC1=C(C#N)C(c2ccccc2C)CC(=O)N1 (stereo unspecified)	7	0	-1	0	-3	-0.6	5	-5	1
O=C(c1ccccc1)N1CCN(C(=O)c2nn3c(C(F)(F)F)cc(-c4ccco4)nc3c2Cl)CC1	8	3	-1	2	3	1.7	0	3	0
O=C(CSc1ncnc2c1oc1ccccc12)Nc1cccc(Cl)c1	-2	1	-1	19	0	1.6	-28	6	2
C=CCC(NCc1ccccc1)c1ccco1 (stereo unspecified)	6	-49	7	-3	2	2.1	4	-1	4
Cc1ccc(C(=O)N2CCN(c3ncccn3)CC2)c(C)c1	0	-11	0	1	2	-0.7	13	-11	1
CC1=CC(C)(C)N2C(=O)C3(N=C(N)NC(Nc4ccccc4)=N3)c3cc(C)cc1c32 (stereo unspecified)	5	17	-2	2	-2	-0.8	2	-2	2
COc1cccc(C2C3=C(Nc4[nH]n(-c5ccccc5)c(=O)c42)c2ccccc2C3=O)c1 (stereo unspecified)	-5	6	4	0	-2	-1.3	nt	-20	4
Cc1cc(C(=O)NCC(=O)Nc2c(C)cccc2C)c2ccccc2n1	4	0	nt	20	nt	-0.1	-7	nt	-5
CCC1CCCCN1c1nc(-c2cccc(OC)c2O)nc2ccccc12 (stereo unspecified)	7	0	2	14	-3	5.3	10	5	1
Cc1ccc(OCCC(=O)OC(C)C(=O)Nc2c(C)n(C)n(-c3ccccc3)c2=O)cc1 (stereo unspecified)	1	3	3	-1	0	0.8	-4	0	-2
Cc1ccc2c(c1)[C@@H]1CN(C)CC[C@@H]1N2S(=O)(=O)c1ccc(F)cc1	0	4	-2	1	-7	-0.1	-3	-5	-1
Cc1ccc(Cn2cccc2/C=N/NC(=S)Nc2ccc(C)cc2)cc1	-3	8	6	18	-2	0.5	3	9	3
Cc1ccc2c(c1)C(=O)c1ccccc1CS2=O (stereo unspecified)	5	3	-1	-1	-1	2.0	0	-5	-3

2 consecutive entries out of the list so far, for reference:
Molecule	proCasp3 act	procasp7 counter	Fh CTSL1 inh	AHR act	TPT1 inhibitor	PP5 primary	PAFAH2 FP inh	core dimer inh	PP1 inh
Cc1ccn(Cc2n[nH]c(=S)n2Cc2ccccc2)n1	-5	-5	-3	-2	-4	-0.5	4	-4	-4
COc1ccc(N(CC(=O)NCc2ccccc2Cl)S(=O)(=O)c2c(C)noc2C)cc1	3	0	-1	2	-2	-2.0	0	3	-3

Next results follow.
Molecule	proCasp3 act	procasp7 counter	Fh CTSL1 inh	AHR act	TPT1 inhibitor	PP5 primary	PAFAH2 FP inh	core dimer inh	PP1 inh
CCOC(=O)Nc1ccc([N+](=O)[O-])cc1C	2	9	1	-4	-1	-1.7	-5	-2	0
CCN(CC)CCCNc1cc2n(c(=O)n1)CCc1cc(OC)c(OC)cc1-2	3	6	-3	-2	17	2.4	-1	-4	-3
O=C(NCCCn1ccnc1)c1ccccc1NS(=O)(=O)c1ccc(F)c(F)c1	7	4	0	5	-7	-0.7	3	-10	-4
Cc1ccc(NC(=O)COC(=O)CCNS(=O)(=O)c2c(Cl)cccc2Cl)cc1	7	5	nt	2	nt	nt	10	nt	nt
COCCNc1cc(C)c(C#N)c2nc3ccccc3n12	-1	3	0	11	-1	0.7	3	-6	4
Cc1oc(-c2cccs2)nc1CSCC(=O)NC1CC1	5	2	3	-1	-2	-1.3	-5	-1	3
COc1cccc(C2C(C#N)=C(N)OC3=C2C(=O)CC(c2ccco2)C3)c1OCc1ccc(F)cc1 (stereo unspecified)	1	-1	-3	0	6	5.2	-4	57*	10
O=C(O)CSc1ncnc2c1sc1nc(-c3ccccc3)c3c(c12)CCC3	4	1	2	4	2	2.5	-1	20	3
N=c1sccn1CC(=O)Nc1ccc(SC(F)F)cc1	11	-6	0	2	0	-1.1	1	-3	-2
Cc1ccc(S(=O)(=O)n2[nH]c(=O)cc2N)cc1	-14	-31	-1	0	-3	2.4	-1	1	0
CCN(CC)S(=O)(=O)c1ccc(C(=O)NCCN(C)C)cc1	5	4	0	-1	0	-1.4	-1	6	-2
O=C(C1=C[C@H](c2coc3ccccc3c2=O)C[C@H](OCc2ccc(CO)cc2)O1)N1CCN(Cc2ccc3c(c2)OCO3)CC1	3	-3	0	1	-1	2.7	1	-2	5
Cc1nc2nc(N)nn2c(C)c1C/C=C/c1ccccc1	6	6	-2	2	-8	3.4	2	-11	7
Cc1cccc(NC(=O)CSc2nnc(CN3CCOCC3)n2C)c1C	3	9	1	0	0	-0.5	-8	-3	-3
CCOc1ccc(S(=O)(=O)N2CCOCC2)cc1NC(=O)CSCc1c(C)noc1C	-7	9	-12	-1	2	0.7	10	-8	-3
CN1CCN(C(=O)c2ccc(COc3ccc(C(C)(C)C)cc3)o2)CC1	0	5	0	8	2	3.0	1	-3	3
CCOC(=O)c1c(NC(=O)c2cccc(N3C(=O)CCC3=O)c2)sc2c1CCN(CC)C2	-4	9	2	16	2	0.5	0	18	0
CC(C)(C)c1cc(NC(=O)Nc2ccc(Br)cc2Cl)no1	5	2	6	10	6	2.8	-4	3	2
CC[C@H](C)/C=C(C)/C=C/C(=O)Cc1cc(O)c(C)c(O)c1C=O	2	-8	0	2	34*	3.2	-2	67*	1
CCOc1ccccc1NC(=O)CCCN1C(=S)NC(C)(C)CC1C (stereo unspecified)	-11	0	-3	3	-1	-1.5	1	-3	0
Cc1ccc(Nc2cc(C)nc3c(C)cccc23)cc1	-4	-14	-2	26	-3	3.0	-10	-2	-2
Cc1ccc(N=Nc2c(O)[nH]c(=O)[nH]c2=O)cc1S(=O)(=O)Nc1ccc(Br)cc1	-13	-9	nt	8	nt	nt	18	nt	nt
O=C(COc1coc(CN2CCN(c3ccccc3F)CC2)cc1=O)Nc1ccccc1	-4	-2	-5	-2	-6	0.1	6	-5	2
Cc1ccc(N2C(=O)C(NC(=O)c3ccccc3)(C(F)(F)F)C3=C2CC(C)(C)CC3=O)cc1 (stereo unspecified)	-4	3	5	-1	2	-0.1	2	0	0
O=C1CCC(=O)N1Cc1c(Cl)cccc1Cl	-5	8	-4	1	0	-0.5	13	1	-2
COc1ccc(S(=O)(=O)N2CCCCC2)cc1NC(=O)CSc1nccn1C	-3	0	-4	2	0	-1.8	4	0	-6
COc1ccccc1C(CNC(=O)CNC(=O)c1ccc(Cl)c(Cl)c1)N1CCCC1 (stereo unspecified)	-1	-4	nt	2	nt	2.0	9	nt	1
CCOC(=O)c1[nH]c(C)c(C(=O)NCc2ccc(C)cc2)c1C	-1	-5	0	2	-1	-1.5	-3	0	-2
O=C(Cc1ccccc1)N/N=C/c1ccc(OCC(=O)Nc2ccccc2)cc1	2	11	6	2	0	-1.2	0	-6	-1
O=C(Nc1cccc(C(=O)O)c1)/C(=C\C=C\c1ccccc1)NC(=O)c1ccccc1	-3	-6	5	0	2	-3.0	2	0	-2
Cn1c(NCCCO)nc2c(c1=O)C1(CCCCC1)Cc1ccccc1-2	-9	-15	-2	1	-1	5.1	0	-12	-1
CC(C)Oc1ccc(CNC(=O)c2ccc3c(c2)N(C)CCS3)cc1	-7	2	-2	10	0	0.3	9	2	1
CCCN(CCC)CCNC(=O)C1c2ccccc2C(=O)N2CCc3ccccc3C12 (stereo unspecified)	6	7	-2	8	1	2.1	1	-2	-4
CCN(CC)S(=O)(=O)c1ccc2c(c1)N(CC(=O)N1CCCC1)C(=O)CO2	2	-8	-3	1	1	2.3	3	-8	1
Cc1ccc(NC(=S)N/N=C2/CCCc3c(C)cc(C)cc32)cc1	16	-1	1	1	-2	1.1	-1	1	-1
CN(C)CCNc1cnn(-c2ccccc2)c(=O)c1Cl	8	8	-3	3	-2	0.2	3	1	-4
O=C(NCC1CCCO1)c1ccc[nH]1 (stereo unspecified)	-7	-3	-3	0	0	-2.5	1	10	-1
CSCCC(=O)N1CCCC(CNC(=O)c2ccccc2Cl)C1 (stereo unspecified)	-2	4	-4	0	-10	0.2	4	-2	-2
COc1ccc(OC)c(NC(=O)CC2SC(=Nc3ccccc3)N(CCc3ccccn3)C2=O)c1 (stereo unspecified)	9	7	0	4	4	2.5	-6	13	-6
O=C(c1ccco1)N1CCN(S(=O)(=O)c2ccc(C3CCCCC3)cc2)CC1	7	-3	-1	-2	-2	2.0	-1	2	5
CCOC(=O)c1c(C)[nH]c(N=Nc2ccccc2C)c1C	-9	-11	4	26	1	6.4	8	-8	3
S=C(NC1CCCCC1)N1CCN(c2ncccn2)CC1	1	7	-7	0	-1	-0.1	-3	1	1
CSc1ccc(/C=C/C(=O)OCC(=O)N2CCCCCC2)cc1	8	1	nt	0	nt	nt	29	nt	nt
O=c1[nH]c2ccc(S(=O)(=O)N3CCCCC3)cc2o1	11	6	-2	14	-2	2.1	-4	-5	-3
